# Screening results: PubChem, The Scripps Research Institute Molecular Screening Center
# M1 ag – activates human CHRM1 receptor | CHO-K1 hM1, Fluo-8 calcium fluorescence, agonist mode; 0% DMSO, 100% acetylcholine EC100 | activation, % at 3 µM | actives 0.33% (n = 360,000) | P11229;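 active = activation above the run's mean compound activation plus 3 SD, cut at about 16% in these data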;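 also: peak over basal fluorescence ratio within a 140 s kinetic read after compound addition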
# Target sequence (P11229 whole entry, looked up): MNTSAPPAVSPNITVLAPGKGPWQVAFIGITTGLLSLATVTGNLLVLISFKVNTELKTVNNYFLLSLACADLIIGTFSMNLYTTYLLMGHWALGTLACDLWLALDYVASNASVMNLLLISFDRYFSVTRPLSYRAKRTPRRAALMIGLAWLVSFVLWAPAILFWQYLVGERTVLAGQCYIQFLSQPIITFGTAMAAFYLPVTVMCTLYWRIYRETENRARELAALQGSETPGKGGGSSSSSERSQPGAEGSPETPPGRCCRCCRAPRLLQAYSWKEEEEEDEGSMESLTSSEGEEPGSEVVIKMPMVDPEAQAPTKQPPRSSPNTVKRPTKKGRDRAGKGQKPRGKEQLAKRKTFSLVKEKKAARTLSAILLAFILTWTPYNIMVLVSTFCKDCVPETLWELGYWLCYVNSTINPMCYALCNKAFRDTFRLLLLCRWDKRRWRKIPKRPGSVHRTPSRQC
# CHO parental Ca – signal in parental CHO cells, OX1R antagonist counter-screen | parental CHO-K1, ATP-induced calcium, Fluo-8 fluorescence | actives 0.63% (n = 330,000) | inhibition, % at 5.6 µM;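 active = inhibition above that plate's mean sample inhibition plus 3 SD, cut at about 26% in these data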;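 also: 0% = ATP-challenged DMSO wells and 100% = DMSO wells without ATP; some compounds past the cut are filed as inactive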
#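 Assay system – parental CHO cells · Reagent – ATP stimulus · Detection – intracellular calcium via Fluo-8 no-wash fluorescent dye · Evaluation – percent inhibition of ATP-evoked calcium rise, normalized to controls · Controls – ATP wells versus no-ATP DMSO wells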
# CHO-K1 Ca antag – M1 antagonist counterscreen hit in parental CHO-K1 cells | ATP-induced calcium, Fluo-8 fluorescence | inhibition, % at 3 µM | actives 0.6% (n = 360,000);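 active = inhibition above a per-plate cutoff, the plate's mean sample inhibition plus 3 SD, cut at about 24% in these data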;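 also: 0% = DMSO plus EC80 ATP and 100% = DMSO alone without ATP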
# CHRM1 antagonist – antagonists of human M1 muscarinic receptor. P11229. CHO-K1 hM1, Fluo-8 calcium fluorescence, ACh EC80 antagonist. inhibition, % at 3 µM. actives 1.3% (n = 360,000);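 active = percent inhibition above its own plate's cutoff, namely the mean of that plate's compound wells plus 3 SD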;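 also: peak over basal fluorescence ratio during 140 s after agonist addition; 0% = ACh EC80 plus DMSO and 100% = DMSO alone without agonist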
# M1 PAM – human CHRM1 positive allosteric modulation. actives 0.088% (n = 360,000). activation, % at 3 µM. AID 588819. CHO-K1 hM1, Fluo-8 calcium fluorescence, ACh EC20; 0% = ACh EC20, 100% = maximal ACh; in the data active = activation above about 19%, passing the limit was not always enough
# CHO-K1 Ca ag – M1 agonist counterscreen hit in parental CHO-K1 cells; actives 0.48% (n = 360,000); activation, % at 3 µM; Fluo-8 calcium fluorescence; scaled to maximal ATP response, vehicle zero; in the data active = activation above about 15%;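 also: untransfected CHO-K1 host cells lacking M1 receptor as counterscreen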
# OXTR potentiator – potentiates the human oxytocin receptor response; P30559; CHO-OTR cells, Fluo-8 calcium fluorescence, potentiator mode; 0% = oxytocin EC15, 100% = EC100; activation, % at 3 µM; actives 0.061% (n = 320,000); AID 2445;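 active = activation above that plate's cutoff, the mean activation of tested compounds plus 3 SD, cut at about 6.6% in these data, passing the limit was not always enough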;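 also: 100% uses oxytocin at 75 nM as the full agonist control; some results filed as inactive read as strong as hits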
#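 Assay system: CHO cell line stably expressing human OTR | Also added: Oxytocin at about EC15, sub-maximal agonist stimulus | Times: Compound 6 min at room temperature before oxytocin, 100 s read | Measured by: Fluo-8 intracellular calcium fluorescence, ex 470-495, em 515-575 nm | Controls: EC15 oxytocin alone as 0%, 75 nM oxytocin as 100%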
# M4 ag – CHRM4 agonism in calcium assay. activation, % at 3 µM. CHO-K1 hM4/Gqi5, Fluo-8 calcium fluorescence; vehicle 0%, full acetylcholine response 100%. AID 624127. P08173. actives 0.14% (n = 360,000);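 active = activation above the run mean over all test wells plus 3 SD, cut at about 32% in these data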;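 also: peak over basal fluorescence ratio per well then scaled between controls; 0% = DMSO wells and 100% = acetylcholine at EC100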
# Target sequence (P08173 whole entry, looked up): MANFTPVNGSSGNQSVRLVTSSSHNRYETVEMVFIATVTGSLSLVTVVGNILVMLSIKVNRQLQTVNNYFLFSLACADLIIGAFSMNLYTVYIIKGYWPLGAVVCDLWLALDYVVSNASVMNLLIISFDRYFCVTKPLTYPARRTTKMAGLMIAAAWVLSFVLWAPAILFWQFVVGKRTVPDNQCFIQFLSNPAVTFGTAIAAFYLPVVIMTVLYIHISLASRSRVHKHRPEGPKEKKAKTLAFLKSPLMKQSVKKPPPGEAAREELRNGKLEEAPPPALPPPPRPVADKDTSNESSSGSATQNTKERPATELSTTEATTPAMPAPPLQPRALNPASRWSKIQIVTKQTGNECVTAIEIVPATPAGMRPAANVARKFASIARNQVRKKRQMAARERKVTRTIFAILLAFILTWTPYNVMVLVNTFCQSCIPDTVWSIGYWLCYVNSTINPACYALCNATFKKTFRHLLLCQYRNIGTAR
# M4 antag – antagonists of human muscarinic M4 receptor (CHRM4) | P08173 | CHO-hM4 cells, ACh EC80, Fluo-8 calcium fluorescence | inhibition, % at 3 µM | actives 0.73% (n = 360,000) | AID 624125;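 active = inhibition above its plate's cutoff, the mean inhibition of sample wells plus 3 SD, cut at about 27% in these data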;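 also: 0% = acetylcholine EC80 with DMSO and 100% = DMSO without agonist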
# Numbers without * were called inactive; x = not tested or not shown.
SMILES,M1 ag,CHO parental Ca,CHO-K1 Ca antag,CHRM1 antagonist,M1 PAM,CHO-K1 Ca ag,OXTR potentiator,M4 ag,M4 antag
CC(=O)Nc1nnc(C2=COCCO2)o1,-4,1,-10,-5,7,1.4,-7,1,5
CSc1ccccc1OCc1cc(C(=O)N(C)CC2COCCO2)no1 (stereo not given),-3,5,-16,0,1,1.3,-7,2,3
COc1ccc(CC(=O)NC(=S)Nc2ccc(S(N)(=O)=O)cc2)cc1,30*,17,-4,0,-1,14,-13,14,4
CC(C)(C)OC(=O)N1CCC(Cc2cc(-c3ccccc3)no2)(C(=O)O)CC1,-4,-9,-4,-1,1,0.3,-6,3,-14
CCCc1nc(SCC(=O)NC2CCCC2)c2ccccc2n1,-2,-9,-16,0,2,1.6,-1,1,20
CC(=O)Nc1cccc2ccc(O)cc12,0,x,-13,-18,7,-0.3,x,0,-11
O=C(Cn1cnc2cc([N+](=O)[O-])ccc2c1=O)Nc1ccc2c(c1)CCC2,2,7,-3,-33,6,-0.1,-11,0,4
CCOC(=O)CC(NC(=O)c1ccc(C)cc1)c1ccc(OC)cc1 (stereo not given),-2,-6,-20,-10,7,1.7,-2,1,-3
CC(=O)Nc1ccc(S(=O)(=O)NC2(C(F)(F)F)NC(=O)N(C3CCCC3)C2=O)cc1 (stereo not given),-4,-6,-8,-8,4,0.5,-9,1,-11
O=C(Nc1ccccc1F)c1csc(COCCO)n1,8,x,-12,-12,14,0.1,x,0,-14
CCOC(=O)c1ccc[n+]([O-])c1,-2,x,-12,-14,5,1.0,x,0,-7
COc1cccc(CC(CC(=O)O)C(=O)Nc2cc(C)ccc2C)c1 (stereo not given),-2,-1,1,-8,5,0.0,-1,0,-2
CC(=O)c1cccc(NC(=O)c2ccc3c(c2)C(=O)N(Cc2cccnc2)C3=O)c1,1,-20,-3,-6,10,0.0,-10,1,4
CN(C)S(=O)(=O)c1ccc(C(=O)OC2CCOC2=O)cc1 (stereo not given),-2,-12,-11,-6,2,0.6,-8,1,-8
O=C(CN(c1ccc(F)cc1)S(=O)(=O)c1ccccc1)NCCSC1CCCCC1,-5,-15,-19,20,-9,5.4,-11,10,8

# Exported field by field: part of the list above.
CCCc1nc(SCC(=O)NC2CCCC2)c2ccccc2n1
  M1 ag: -2; CHO parental Ca: -9; CHO-K1 Ca antag: -16; CHRM1 antagonist: 0; M1 PAM: 2; CHO-K1 Ca ag: 1.6; OXTR potentiator: -1; M4 ag: 1; M4 antag: 20
CC(=O)Nc1cccc2ccc(O)cc12
  M1 ag: 0; CHO parental Ca: x; CHO-K1 Ca antag: -13; CHRM1 antagonist: -18; M1 PAM: 7; CHO-K1 Ca ag: -0.3; OXTR potentiator: x; M4 ag: 0; M4 antag: -11

# Further records
SMILES,M1 ag,CHO parental Ca,CHO-K1 Ca antag,CHRM1 antagonist,M1 PAM,CHO-K1 Ca ag,OXTR potentiator,M4 ag,M4 antag
O=C(CSC1=NS(=O)(=O)c2cc(Cl)ccc2N1)Nc1cccc(F)c1,-3,1,-1,-6,8,0.5,-8,0,6
NC(=O)CSc1nnc(-c2cccnc2)n1Cc1ccccc1,-5,-10,-8,-11,8,0.3,-5,1,5
O=S(=O)(c1ccccc1)N1CCN(S(=O)(=O)N2CCCCCC2)CC1,-4,-6,-12,-2,2,2.8,-6,1,-6
CCc1noc(C)c1C(=O)N1CCCC(N2CCN(c3ccc(F)cc3)CC2)C1 (stereo not given),-1,-4,10,-1,16,1.3,-7,3,-7
Cn1c(CNC(=O)c2ccc(Cl)cc2)nnc1SCC(=O)NC1CCCC1,-4,-5,10,-14,14,0.4,-6,1,-7
O=C(CC(=O)c1ccccc1)Nc1ccccn1,3,x,10,3,0,6.1,x,1,9
Cc1ccc(S(=O)(=O)N(CC(=O)Nc2ccc(C(N)=O)cc2)C(=O)N2CCN(C)CC2)cc1,-3,-6,-4,-7,7,1.4,-6,1,3
O=C(c1cccs1)N1CCN(c2ccc(Cl)cc2)CC1,-3,-17,1,-12,3,2.7,-15,5,-4
Cc1n[nH]c(=O)nc1N/N=C/c1ccc(O)c([N+](=O)[O-])c1,-2,-5,13,-1,3,-0.6,-8,0,4
O=C(Sc1n[nH]c(=O)[nH]c1=O)c1ccccc1,-1,x,-12,-18,7,-0.2,x,0,-9
Cc1cc(Br)cn2c(Cc3cccc(F)c3)c(-c3ccc(F)cc3)nc12,x,x,-1,x,x,1.2,x,-1,5
CCCCCn1c(SCc2cccc(C)c2)nc2c1c(=O)[nH]c(=O)n2C,-3,-18,-6,-17,10,0.3,-8,-1,-5
CCOC(=O)C1=CCN(S(=O)(=O)c2ccccc2Br)C1c1ccc(Cl)c(Cl)c1 (stereo not given),-4,x,29*,13,-6,0.6,x,-1,-1
CCOc1cc(/C=C2/C(=N)N3N=C(CC)SC3=NC2=O)ccc1OC(=O)c1ccco1,-2,0,1,-1,4,0.1,-5,0,-3
C[C@@H]1CN([C@@H](C)CO)S(=O)(=O)c2ccc(Br)cc2O[C@H]1CN(C)C(=O)c1ccncc1,-4,x,5,-14,3,0.8,x,4,-7

# One compound at a time, from the list above.
# Profile of CCOC(=O)C1=CCN(S(=O)(=O)c2ccccc2Br)C1c1ccc(Cl)c(Cl)c1 (stereo not given) = M1 ag = -4; CHO parental Ca = x; CHO-K1 Ca antag = 29*; CHRM1 antagonist = 13; M1 PAM = -6; CHO-K1 Ca ag = 0.6; OXTR potentiator = x; M4 ag = -1; M4 antag = -1
# Profile of C[C@@H]1CN([C@@H](C)CO)S(=O)(=O)c2ccc(Br)cc2O[C@H]1CN(C)C(=O)c1ccncc1 = M1 ag = -4; CHO parental Ca = x; CHO-K1 Ca antag = 5; CHRM1 antagonist = -14; M1 PAM = 3; CHO-K1 Ca ag = 0.8; OXTR potentiator = x; M4 ag = 4; M4 antag = -7

# Next part.
SMILES,M1 ag,CHO parental Ca,CHO-K1 Ca antag,CHRM1 antagonist,M1 PAM,CHO-K1 Ca ag,OXTR potentiator,M4 ag,M4 antag
Cc1ccc(C(=O)NCc2ccccn2)o1,-5,2,0,-12,13,0.6,0,0,-3
COc1cc(O)c(C(CC(=O)N2CCCC2)c2ccc3c(c2)OCO3)c(OC)c1 (stereo not given),-1,-16,-5,8,1,-0.2,-5,-1,7
Cc1cc(-c2ccccc2)nc(SCc2ccc(C(=O)O)o2)n1,-4,8,-9,-18,7,-0.5,-14,0,-9
O=C1CCCC2=C1C(c1cccs1)CC(=O)N2c1ccc(F)cc1 (stereo not given),-4,-4,-12,-14,11,0.1,-17,0,-4
CCNC(=O)COC(=O)Cc1ccc(Cl)cc1Cl,-9,-3,-23,-5,12,1.3,-23,0,-6
CC1=C(C(=O)NC(C)C)C2(CCC(C)CC2)OC1=O (stereo not given),-2,-5,2,-12,9,0.4,-1,0,3
Cn1cccc1/C=N/NC(=O)c1ccncc1,-2,-3,0,-1,5,0.4,-9,0,2
COc1ccc(NC(=O)C2Cc3c(-c4cccc(NC(C)=O)c4)ccnc3O2)cc1OC (stereo not given),-2,x,-4,-1,-5,3.3,x,8,-18
O=C(COC(=O)c1ccc(S(=O)(=O)NCc2ccco2)cc1)NCCC1=CCCCC1,-3,-8,14,-5,2,0.9,-14,2,6
CCCN1C(=O)C2(C(C(=O)c3ccc(C)o3)=C(O)C(=O)N2CCCN2CCOCC2)c2ccccc21 (stereo not given),2,-5,-18,-20,23,0.3,-7,0,-14
CCCCC(=O)N(C)c1c(C)nc2ccc(C(=O)Nc3cccc(OC)c3)cn12,-3,x,6,-4,7,3.8,x,0,3
O=CNCc1nc2ccccc2n1CCc1ccccc1,-8,-3,-7,2,-1,0.2,-1,2,-1
COc1ccc(NC(=O)c2ccc(CNS(=O)(=O)c3cccc(OC)c3)cc2)cc1,-1,2,1,6,-1,4.4,-10,7,2
C[C@@H]1ON(C)[C@H]2C[C@H]3c4[nH]c5ccccc5c4CCN3C[C@@H]12,8,x,-11,-4,14,-0.3,x,1,-6
COCCNC(=O)Nc1ccc(F)cc1,-1,10,-20,-7,8,0.6,-10,0,-6
CCC(C)(C)NC(=O)Cc1ccccc1OC,-6,-13,-10,-7,11,0.6,-3,0,-5
O=C(NCC(F)(F)F)Nc1cccnc1,-4,-5,-11,4,0,0.5,-8,0,1
CC(C)CCOc1ccc(CO[C@@H]2[C@H]3OC(C)(C)O[C@H]3O[C@@H]2C(O)CO)cc1 (stereo not given in full),-2,-5,8,-9,5,1.6,-17,4,3
O=C(c1cccnc1)N1CCc2ccccc2C1,-7,-4,-4,-2,0,-0.1,-3,0,6
C(=C1c2ccccc2-c2ccccc21)c1ccccn1,-1,x,-8,3,-6,0.6,x,-1,-2
O=C(CSc1nc(-c2ccco2)cc(C(F)(F)F)n1)Nc1ccc(C(=O)N2CCOCC2)cc1,-1,-9,2,-7,5,0.7,-10,1,7
CC(CC(=O)N1CCN(c2ccccc2)CC1)S(=O)(=O)c1ccc2c(c1)NC(=O)CO2 (stereo not given),3,0,-2,7,-3,8.3,-10,18,-8
CCN(CC)C(=O)/C=C/c1ccc(OC)c(S(=O)(=O)N2CCCCC2)c1,-5,-10,-8,-2,2,3.1,-5,3,-2
Cc1cc(=O)oc2cc(OCC(=O)N3CC[C@@]4(O)CCCC[C@H]4C3)c(Cl)cc12,-7,-22,-1,-1,-4,1.5,4,3,1
CC(=O)N1CCN(c2ccc([N+](=O)[O-])cc2C#N)CC1,-3,4,-8,3,-1,0.4,-1,0,-1
CCn1c(SCC(=O)Nc2ccc(N(C)C)cc2)nnc1-c1ccco1,-3,-15,-1,-6,1,-0.5,-3,1,-5
CCc1c(C(=O)Nc2cc(C(=O)OC)ccc2C)csc1C,-2,x,-4,-6,6,0.8,x,1,-7
COc1ccccc1N1CCN(c2nc3ccccn3c(=O)c2C=O)CC1,-1,-13,-11,-25,3,0.7,-1,3,0
CN1CCN(c2nc(-c3ccccc3)nc(-c3ccc(F)cc3)c2C#N)CC1,-4,-27,-11,-3,10,1.2,-3,1,3
CCCCn1c(N)c(N(C)C(=O)C2CCCC2)c(=O)[nH]c1=O,-3,-11,-1,-7,7,2.0,5,1,8
